hcDAF-12 act: activates DAF-12 receptor from parasite H. contortus | activation, % at 6.8 µM | 1.4% of 370,000 active | HEK293 hcDAF-12 lit1-tk-luc reporter, luminescence; 0% DMSO, 100% Δ7-dafachronic acid;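 active = activation above the mean of all tested compounds plus 3 SD, cut at about 5.5% in these data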;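 note: 100% = response to 3 µM Δ7-dafachronic acid high control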
DAX1 inh-1: inhibits human nuclear receptor DAX1. P51843. AID 504766. HEK293 Gal4-DAX1 luciferase reporter, luminescence. inhibition, % at 6.75 µM. 0.99% of 340,000 active;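 active = inhibition above the mean over all tested compounds plus 3 SD, cut at about 4.2% in these data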;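 note: 0% = DAX1-transfected cells with DMSO and 100% = empty-vector control cells with DMSO; inhibition shows as a rise in luminescence from relieved DAX1 repression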
FXN GAA850 act: frataxin GAA850 promoter activation | 0.56% of 360,000 active | HEK293 lucGAA850 FXN promoter luciferase reporter, 24 h; percent of 10 µM SAHA response | activation, % at 6 µM | AID 540364;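 active = activation above the average of all compounds screened plus 3 SD, cutoff fixed separately per campaign, cut at about 7.5% in these data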;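 note: 0% = DMSO wells and 100% = 10 µM SAHA wells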
SMARCA2 act: SMARCA2 function activation, primary screen | MG213 cells, MMTV-luciferase reporter, dexamethasone, overnight | activation, % at 9.1 µM | 1% of 370,000 active | AID 652017; in the data active = activation above about 7.8%;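 note: 0% = vehicle wells and 100% = reference activator wells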
ssDAF-12 act: activators of S. stercoralis DAF-12 nuclear receptor; HEK293 ssDAF-12/GRIP1 lit1-tk-luc reporter, luminescence; % of 3 µM dafachronic acid response; activation, % at 6.8 µM; 1% of 370,000 active; AID 652126;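 active = activation above the mean over all tested compounds plus 3 SD, cut at about 0.9% in these data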;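 note: 0% = DMSO-only wells and 100% = 3 µM delta7-dafachronic acid wells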
GC-A act: GC-A (human) enzyme activation; P16066; HEK293 GC-A cells, cGMP TR-FRET, EC30 ANP; 0% at EC30 ANP, 100% saturating ANP; activation, % at 10 µM; 0.14% of 370,000 active; AID 1671463; in the data active = activation above about 40%
Target sequence (P16066 whole entry, looked up): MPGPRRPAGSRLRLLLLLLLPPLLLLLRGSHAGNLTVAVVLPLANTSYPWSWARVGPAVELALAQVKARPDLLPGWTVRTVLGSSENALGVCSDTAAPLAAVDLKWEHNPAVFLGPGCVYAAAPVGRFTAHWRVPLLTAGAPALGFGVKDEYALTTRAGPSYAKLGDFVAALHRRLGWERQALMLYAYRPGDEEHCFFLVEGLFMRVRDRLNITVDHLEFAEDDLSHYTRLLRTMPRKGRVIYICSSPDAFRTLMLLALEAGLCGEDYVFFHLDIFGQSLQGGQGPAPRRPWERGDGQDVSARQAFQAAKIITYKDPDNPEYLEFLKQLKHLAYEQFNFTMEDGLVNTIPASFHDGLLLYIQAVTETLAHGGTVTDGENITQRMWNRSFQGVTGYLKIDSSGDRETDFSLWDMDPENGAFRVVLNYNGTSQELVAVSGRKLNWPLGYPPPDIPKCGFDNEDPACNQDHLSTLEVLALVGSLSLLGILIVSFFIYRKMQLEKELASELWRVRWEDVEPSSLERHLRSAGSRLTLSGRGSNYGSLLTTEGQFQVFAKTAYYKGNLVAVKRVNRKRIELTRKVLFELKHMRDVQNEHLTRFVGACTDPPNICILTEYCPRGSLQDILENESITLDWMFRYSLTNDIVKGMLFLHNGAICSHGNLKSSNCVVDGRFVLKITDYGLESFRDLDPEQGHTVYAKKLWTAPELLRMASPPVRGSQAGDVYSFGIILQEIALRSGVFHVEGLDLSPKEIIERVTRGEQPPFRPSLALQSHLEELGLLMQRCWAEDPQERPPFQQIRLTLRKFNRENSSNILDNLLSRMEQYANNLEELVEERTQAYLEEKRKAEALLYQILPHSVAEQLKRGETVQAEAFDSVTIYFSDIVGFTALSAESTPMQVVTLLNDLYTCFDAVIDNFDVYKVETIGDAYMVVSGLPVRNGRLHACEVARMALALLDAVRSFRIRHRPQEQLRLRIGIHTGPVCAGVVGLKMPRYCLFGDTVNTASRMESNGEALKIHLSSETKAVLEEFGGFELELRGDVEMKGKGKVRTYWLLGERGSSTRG
ADAM10 inh: inhibits human ADAM10; recombinant ADAM10, EDANS/DABCYL FRET peptide cleavage, 3 h; inhibition, % at 7 µM; AID 720582; 0.62% of 370,000 active; O14672;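 active = inhibition above a per-campaign cutoff equal to the mean of compounds falling between control-based bounds plus 3 SD, cut at about 20% in these data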;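 note: 0% = DMSO wells while the 100% control is not disclosed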
DAX1 inh-2: blocks DAX1 repression of SF-1 activated StAR promoter; AID 652010; 1.1% of 370,000 active; inhibition, % at 6.8 µM; HEK293T StAR-luciferase reporter, SF-1/DAX-1 repression relief;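 active = inhibition above the mean over all tested compounds plus 3 SD, cut at about 3.6% in these data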;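 note: 0% = DAX-1 cells with DMSO and 100% = cells lacking DAX-1 with DMSO; higher inhibition means more luminescence from relief of DAX-1 repression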
PG9 Ab binder: small molecules binding HIV-1 gp120 antibody PG9; TR-FRET gp120-PG9 antibody binding; inhibition, % at 6.7 µM; 0.43% of 360,000 active; in the data active = inhibition above about 8.5%
hgDAF-12 ag: hgDAF-12 agonism, primary luciferase screen. HEK293 GAL4-hgDAF12 UAS-luciferase reporter, agonist luminescence; normalized to butyrate control. activation, % at 6.8 µM. 1.8% of 370,000 active;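 active = activation above a cutoff set at the mean of all screened compounds plus 3 SD, cut at about 10% in these data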;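 note: 0% = DMSO wells and 100% = sodium butyrate wells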
ADAM17 inh: ADAM17 inhibition, QFRET primary screen; P78536; recombinant ADAM17, EDANS/DABCYL FRET peptide cleavage; inhibition, % at 6.95 µM; 0.83% of 370,000 active;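 active = inhibition above the mean of compounds lying between control limits plus 3 SD, set per campaign, cut at about 8.5% in these data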;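 note: 0% = DMSO-only wells as the low control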
Numbers without * were called inactive; i = inactive; nt = not tested or not shown.

Values run as follows: SMARCA2 act	hcDAF-12 act	ADAM10 inh	DAX1 inh-1	FXN GAA850 act	hgDAF-12 ag	GC-A act	ssDAF-12 act	PG9 Ab binder	ADAM17 inh	DAX1 inh-2
- COc1ccc(NC(=O)Cn2cnc3sc(C)c(S(=O)(=O)N4CCOCC4)c3c2=O)cc1Cl
  -2	1.4	11	3.0	-0.4	-4.7	0	-0.8	-4.7	0	0.5
- CCOc1ccc(NS(=O)(=O)c2cc(NC(=O)c3ccc(C)cc3)ccc2Cl)cc1
  -4	-1.9	28*	-1.9	-2.6	0.8	-13	-1.0	2.9	13*	-2.0
- O=C(C1CC(c2cccc(Br)c2)=NO1)N1CCc2ccccc2C1 (stereo not given)
  0	-2.4	-1	0.3	3.5	3.2	1	-1.7	-2.0	0	0.3
- C=CCOc1ccccc1CNCCc1ccc(S(N)(=O)=O)cc1
  2	-0.4	-7	-1.3	0.1	-2.1	-5	-0.3	-1.0	-6	-0.2
- CC1=CC2=NC(=O)CC(C)(C(=O)N(CC(=O)NC3CCCC3)c3ccccc3F)N2C=C1 (stereo not given)
  -4	-0.1	i	0.3	0.3	0.0	0	-1.0	0.3	-228	-0.1
- CC(C)(C)OC(=O)C[C@H]1C/C=C\C[C@@H](CC(=O)NCCO)C(=O)NC[C@H](c2ccccc2)OC1=O
  -5	-0.4	-12	-1.5	0.7	0.5	1	-1.0	-2.5	-3	-0.2
- COc1cccc2c1C(=O)c1c(O)c3c(c(O)c1C2=O)C[C@@](O)(C(=O)CO)C[C@@H]3OC1CC(N)C(O)C(C)O1 (stereo not given in full)
  -11	11*	-2	-1.5	-11	-3.6	-11	7.3*	-13	-1	-5.7
- O=C(CN1C(=O)/C(=C2\SC(=S)N(CCS(=O)(=O)O)C2=O)c2ccccc21)Nc1cccc(Br)c1
  -1	0.8	6	-0.5	-2.9	1.3	-13	-0.2	-0.2	4	0.0
- Cn1cc(CNC(=O)C2CCC(=O)N(Cc3ccc(Cl)cc3)C2)cn1 (stereo not given)
  -1	-0.2	-2	-0.2	1.2	-1.1	4	-1.1	-1.8	0	0.4
- O=C(NCc1ccco1)C(c1ccccc1F)N(CC1CCCO1)C(=O)Cn1nnc2ccccc21 (stereo not given)
  0	1.6	4	1.4	-3.8	2.5	-3	-0.8	-0.8	-1	-0.7
- Cc1ccccc1N(CC(=O)NC1CCCCC1)C(=O)CCC(=O)Nc1nccs1
  -2	4.0	4	-0.1	0.1	1.6	0	-1.1	0.5	-4	0.1
- CC(=O)c1ccc(N(C(=O)Cc2c[nH]c3ccccc23)C(C(=O)NC2CCCCC2)c2cccs2)cc1 (stereo not given)
  -1	3.0	1	-0.7	-4.8	1.7	-8	-0.1	0.5	2	0.3
- COC1CCN(C(=O)C2CCC(=O)N(CCc3cccc(F)c3)C2)CC1 (stereo not given)
  2	2.5	-5	2.2	2.9	1.5	-1	-1.2	0.4	-6	-0.1
- CC(=O)c1ccc(Oc2cc(-c3ccccc3)nc(-c3ccccc3)n2)cc1
  0	0.0	-5	-0.9	1.7	-1.1	-7	-0.1	-0.9	-1	-0.2
- CC/C=C(/NC(C)=O)c1ccccc1
  2	-0.8	1	0.6	0.1	-0.2	1	-1.4	2.5	4	-0.4

Some of the entries so far, as labelled records.
> COC1CCN(C(=O)C2CCC(=O)N(CCc3cccc(F)c3)C2)CC1 (stereo not given)
- SMARCA2 act = 2
- hcDAF-12 act = 2.5
- ADAM10 inh = -5
- DAX1 inh-1 = 2.2
- FXN GAA850 act = 2.9
- hgDAF-12 ag = 1.5
- GC-A act = -1
- ssDAF-12 act = -1.2
- PG9 Ab binder = 0.4
- ADAM17 inh = -6
- DAX1 inh-2 = -0.1

> CC(=O)c1ccc(Oc2cc(-c3ccccc3)nc(-c3ccccc3)n2)cc1
- SMARCA2 act = 0
- hcDAF-12 act = 0.0
- ADAM10 inh = -5
- DAX1 inh-1 = -0.9
- FXN GAA850 act = 1.7
- hgDAF-12 ag = -1.1
- GC-A act = -7
- ssDAF-12 act = -0.1
- PG9 Ab binder = -0.9
- ADAM17 inh = -1
- DAX1 inh-2 = -0.2

Continued:
Values run as follows: SMARCA2 act	hcDAF-12 act	ADAM10 inh	DAX1 inh-1	FXN GAA850 act	hgDAF-12 ag	GC-A act	ssDAF-12 act	PG9 Ab binder	ADAM17 inh	DAX1 inh-2
- Cc1ccc(C(=O)OCc2cc(=O)n3ccsc3n2)s1
  -2	0.4	-8	-0.9	-0.7	4.5	-3	-0.9	-0.2	-2	-1.0
- CC1Cc2ccccc2N1CC(=O)NC(=O)NCc1ccco1 (stereo not given)
  -4	1.1	-11	-0.2	1.4	2.1	5	-0.7	-1.0	-2	0.0
- Cc1[nH]cnc1CSCc1ccc(Cl)cc1
  -1	-0.1	-10	-0.9	-2.2	-1.6	-1	-1.1	0.5	-6	0.4
- COc1ccc(CNC(=O)c2n[nH]c3ccccc23)cc1OC
  2	-0.3	1	0.3	-1.5	1.8	4	-0.6	0.6	-1	0.4
- CC(NC(=O)C(C)N1CCN(S(=O)(=O)c2ccccc2)CC1)c1ccccc1 (stereo not given)
  0	-0.8	-2	-0.4	-0.5	0.1	-3	-1.5	-0.7	-2	-0.2
- CCC(C)(C)NC(=O)CN(C(=O)C(=O)Nc1ccc2c(c1)OCCO2)N1CCOCC1
  -2	-1.4	-4	-0.4	1.1	-1.8	6	-0.8	0.9	2	1.0
- O=C(NCC(=O)N1CCCCCCC1)c1ccco1
  4	2.0	-3	0.6	1.9	4.5	0	-0.3	-1.7	-6	0.7
- O=C(CN(Cc1ccco1)C(=O)c1cc(=O)[nH]c2ccccc12)Nc1ccccc1C(F)(F)F
  1	0.0	-25	6.3*	-2.2	-2.1	-2	-1.2	-2.1	-10	0.2
- Cc1ccc(C(=O)c2cc([N+](=O)[O-])ccc2N2CCN(C)CC2)cc1
  0	-1.2	3	-2.7	-3.5	0.8	-4	-1.2	-1.0	0	-2.6
- N#C/C(=C\C=C\c1ccccc1)C(=O)NCc1ccco1
  1	-2.4	0	-0.4	2.2	-3.7	-2	-1.5	-2.1	0	-1.7
- O=C(NCCc1ccccc1)C1CCCN1C(=O)Nc1cccc(Cl)c1 (stereo not given)
  0	-1.4	6	-0.2	1.5	-1.4	-2	-1.6	-2.9	0	-0.5
- Cc1ccc2c(c1)C(c1ccncc1)=NNC(c1cccnc1)=N2
  -2	-0.4	-4	4.0	-0.2	0.4	-1	-1.5	-0.4	-3	0.7
- CS(=O)(=O)N(CC(=O)NCCSCc1c(F)cccc1Cl)c1cccc([N+](=O)[O-])c1
  0	-0.6	-2	-1.1	1.9	-0.5	2	-0.7	-0.7	-4	-0.7
- CC(C)CC1NC(=O)N(CC(=O)N(C)C2CCCCC2)C1=O (stereo not given)
  1	-0.1	2	-0.1	1.0	-1.6	4	-0.9	0.2	1	-1.8
- CN(Cc1cn(C)nc1-c1ccc(Oc2ccccc2)cc1)CC1COCCO1 (stereo not given)
  -2	-0.3	8	4.2	2.5	2.4	8	-1.5	-0.9	-4	0.5

Values run as follows: SMARCA2 act	hcDAF-12 act	ADAM10 inh	DAX1 inh-1	FXN GAA850 act	hgDAF-12 ag	GC-A act	ssDAF-12 act	PG9 Ab binder	ADAM17 inh	DAX1 inh-2
- CCCCNC(=O)C1(C(=O)C2CC2)CC(C(=O)OCC)=NO1 (stereo not given)
  -2	-1.0	-2	nt	nt	-1.8	2	0.1	nt	0	0.8
- CCC1=Nc2cc(C(=O)NCCCN3CCOCC3)ccc2Sc2ccccc21
  3	-3.0	1	-0.3	1.1	2.5	2	-1.1	-1.5	1	0.5
- O=C(c1ccc(F)cc1)C1CCN(C(=S)Nc2ccccc2Cl)CC1
  -3	-1.4	5	4.0	1.0	2.7	5	-1.4	-0.1	-1	-1.3
- CCOC(=O)C(=O)Nc1nnc(SCc2ccc(F)cc2)s1
  2	-0.5	0	-0.2	1.0	-1.1	1	-0.9	-1.5	-3	-0.2
- CON(c1nc(N(C)C)nc(N(C)C)n1)S(=O)(=O)c1ccccc1Cl
  -2	0.5	9	0.3	1.3	3.1	3	-0.9	1.2	2	1.3
- CSc1ncccc1C(=O)Nc1cccc(C)n1
  1	-1.8	0	-0.4	1.0	3.0	4	-0.6	0.7	-1	1.7
- COCCN1C(=O)C(O)=C(C(C)=O)C1c1ccc(OC)c(OC)c1 (stereo not given)
  1	-0.8	-4	2.9	0.3	0.8	-3	-0.8	-0.5	-1	1.1
- O=C(CCC(=O)NC1CCCCC1)NCc1ccc(F)cc1
  -1	-0.1	-2	1.1	-0.1	2.9	2	-1.3	1.8	-6	-0.2
- COCC(=O)N1CCC(Oc2ccc(C(=O)N(C)Cc3nccs3)cc2)CC1
  -1	-1.4	3	0.1	0.3	-0.4	2	-1.1	0.3	-2	-1.5
- Cc1oc2cc(O)ccc2c(=O)c1-c1nncn1-c1ccccc1
  -1	2.0	-266	0.5	0.5	-2.5	1	0.3	-0.4	-76	0.1
- CC(COc1cc(F)cc(F)c1)CN1CCC(C(O)(c2ccccc2)c2ccccc2)CC1 (stereo not given)
  -2	-0.2	3	nt	nt	3.3	2	0.0	nt	5	-0.2
- CC(Sc1nncn1C)C(=O)Nc1ccccc1-c1ccccc1 (stereo not given)
  -2	-1.2	-3	-0.5	2.1	-3.9	-2	-1.0	0.5	-1	-0.3
- CC(C)NC(=O)C1CCN(C2CCN(CC3CC=CCC3)CC2)CC1 (stereo not given)
  -3	3.2	15	0.0	-0.3	1.3	1	-0.6	-2.0	1	0.0
- C=C1CC(C)OC(c2ccccc2OCC(O)CN2CCCCC2)C1 (stereo not given)
  -2	-0.6	6	0.8	-0.1	-1.0	0	-1.4	-0.1	-1	0.4
- Brc1ccc(-c2ccc(CNCc3ccccn3)o2)cc1
  1	2.1	2	-0.3	3.1	4.9	-39	-0.8	1.4	3	0.7

Values run as follows: SMARCA2 act	hcDAF-12 act	ADAM10 inh	DAX1 inh-1	FXN GAA850 act	hgDAF-12 ag	GC-A act	ssDAF-12 act	PG9 Ab binder	ADAM17 inh	DAX1 inh-2
- CCOC(=O)c1c(NC(=O)C(Sc2ccccc2)c2ccccc2)sc(C(N)=O)c1C (stereo not given)
  -4	-0.5	0	0.2	-2.8	-2.5	8	-0.7	-1.3	1	-0.3
- Brc1ccc(-c2csc(N3CCCCCC3)n2)cc1
  1	-3.0	-6	1.7	0.4	-0.8	-2	-1.8	-0.1	-3	0.0
- CCOc1cc(-c2sc(Nc3ccc(CC)cc3)n[n+]2-c2ccccc2)ccc1OC
  0	-0.7	7	-0.2	-1.3	0.4	-1	-0.9	1.2	-4	0.1
- O=[N+]([O-])c1ccc(/C=N/NC(=S)Nc2ccccc2F)o1
  -1	1.3	1	2.2	2.7	1.6	3	-1.3	0.3	-5	-1.6

From PubChem BioAssay
